KB-3-1 tox – kills parental KB-3-1 adenocarcinoma cells. KB-3-1 viability, CellTiter-Glo ATP luminescence, 72 h. Potency, µM (titrated, usually from 46.1 µM), inactives show at the highest dose activity change, negative = cytotoxic, hits mostly cytotoxic. actives 1.4% (n = 400,000). AID 1347075; further: potency means the concentration at half of the fitted maximal effect; on the % scale 0 is the no-effect control and ±100 the full control effect; nearly all actives have a fitted effect of over 60% in size
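Multi-concentration cytotoxicity screen in KB-3-1 cells grown in DMEM lacking phenol red with 10% FBS. After 72 h at 37 °C with compound, ATP-dependent luminescence was recorded.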
SW480 rerep – inducers of DNA re-replication in SW480 colon cancer cells | Potency, µM (top dose mostly 46.1 µM), inactives show top-dose re-replication activation, usual class: activators | actives 1.8% (n = 340,000) | SW480 DNA re-replication, Hoechst DNA content imaging, 48 h | AID 624297; further: potency means the concentration at half of the fitted maximal effect; % of control where 0% means no effect; nearly all actives have a fitted effect of over 55% in size
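SW480 cells exposed to compounds for 48 hr at 37 C, 5% CO2, then Hoechst-stained 40 min. Nuclear DNA content imaged by fluorescence scanning (405 nm excitation, 500-530 nm emission); re-replication scored as increased high-intensity nuclei.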
IL1B secr inh – inflammasome signaling inhibition, IL-1 beta readout; actives 4.7% (n = 360,000); activity change, % at 57.5 µM; THP-1 LPS/ATP IL-1B secretion, AlphaLISA, 16 h; hits give low values; AID 743279; in the data active means activity change below about -50%; inconclusive means mostly about -30% to -49%; further: on the % scale 0 is the no-effect control and ±100 the full control effect
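Secreted IL-1B measured by AlphaLISA bead assay after 16 h compound exposure of THP-1 cells; compounds (final up to 57.5 uM) added 1 h before LPS (250 ng/mL) and ATP (1.25 mM) stimulation; lower signal means less secretion.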
KB-V1 cytotox – KB-V1 MDR subline cytotoxicity; KB-V1 MDR cells viability, CellTiter-Glo, 72 h; Potency, µM (series often up to 46.1 µM), for inactives: top-dose activity change, negative = cytotoxicity, usual class: cytotoxic; actives 3.4% (n = 400,000); AID 1347076; further: potency means the concentration at half of the fitted maximal effect; on the % scale 0 is the no-effect control and ±100 the full control effect; nearly all actives have a fitted effect of over 60% in size
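Compound-treated KB-V1 multidrug-resistant cells, 72 h, 37 degrees C; viability by CellTiter-Glo. Fitted qHTS curves give the values.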
ATXN2 expr inh – reduces ATXN2 reporter expression in HEK-293 cells. actives 0.72% (n = 360,000). HEK-293 ATXN2-luciferase reporter, luminescence, 24 h. Potency, µM (doses to about 57 µM), for the others: at the top dose activity change, negative = inhibition, actives largely listed as inhibitors; further: potency means the concentration at half of the fitted maximal effect; on the % scale 0 is the no-effect control and ±100 the full control effect; nearly all actives have a fitted effect of over 55% in size
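ATXN2-luciferase reporter cells (luciferase flanked by upstream and downstream ATXN2 gene portions) were treated 24 h at 37 °C with compounds at up to 57 uM. SteadyGlo luminescence gave expression; GF-AFC fluorescence gave viability.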
MCF10A rerep – inducers of DNA re-replication in MCF 10A breast cells; MCF 10A DNA re-replication, Hoechst nuclear intensity, 48 h; Potency, µM (highest dose often 46.1 µM), inactives show at the highest dose activity, positive = re-replication, actives largely listed as activators; actives 2.9% (n = 350,000); AID 624296; further: potency means the concentration at half of the fitted maximal effect; % of control where 0% means no effect; nearly all actives have a fitted effect of over 50% in size
HT1080 IDH1KD tx – toxicity to HT-1080 IDH1 knockdown cells (counter line); HT-1080 IDH1 knockdown viability, ATP luminescence, 48 h; Potency, µM (titrated, usually from 46.1 µM), for the others: top-dose activity, negative = toxicity, most hits filed as cytotoxic; actives 2% (n = 360,000);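 further: potency means the concentration at half of the fitted maximal effect; 0% = DMSO wells and -100% = cell-free medium wells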
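Knockdown cells (IDH1KD HT-1080) received compounds 2 h after plating at 750 cells/well and were kept 48 h at 37 °C in 5% FBS RPMI. A CellTiter-Glo luminescence read gave % activity for curve fitting.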
HT1080NT lethal – kills 2HG-producing HT-1080-NT fibrosarcoma cells. HT-1080-NT fibrosarcoma viability, CellTiter-Glo ATP luminescence, 48 h. Potency, µM (doses to about 46.1 µM), for the others: at the highest dose activity, negative = less viability, most hits filed as cytotoxic. actives 1.6% (n = 360,000). AID 686970;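 further: NT is the 2HG producing partner of a matched IDH1 knockdown line; potency means the concentration at half of the fitted maximal effect; 0% = DMSO-treated cells and -100% = media-only wells without cells; nearly all actives have a fitted effect of over 55% in size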
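Luminescent CellTiter-Glo readout after 48 hours of compound exposure at 37 degrees C defined viability of HT-1080-NT cells. Activity was normalized to DMSO wells and cell-free media wells; concentration-response curves were fitted and assigned curve classes.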
S2 tox – cell viability loss in ATXN counter-screen | S2 cells (HEK-293 line with an ATXN2-luciferase reporter) viability, CellTiter-Fluor protease fluorescence, 24 h | Potency, µM (doses to about 56.7 µM), hits mostly cytotoxic | actives 0.49% (n = 400,000) | AID 651635; further: potency means the concentration at half of the fitted maximal effect; nearly all actives have a fitted effect of over 40% in size
* marks the source's active call; other numbers are inactive results; i = inactive; u = inconclusive; x = not tested or not shown; [ ] = remark or other dose. Unless noted, the call rests on the fitted dose curve; in most records, active means well fitted curve in the direction sought with a large enough effect; inconclusive means small, poorly fitted or top-dose-only effect, or another doubt; inactive means no such curve, though single readings can be large; an effect the other way counts as inactive or inconclusive. This is a random part of the collection. Share with any hit: about 11%.

SMILES	KB-3-1 tox	SW480 rerep	IL1B secr inh	KB-V1 cytotox	ATXN2 expr inh	MCF10A rerep	HT1080 IDH1KD tx	HT1080NT lethal	S2 tox
COc1ccc(C(=O)CSc2nnc3n2CCCN3C(=O)Nc2ccccc2)cc1	u	2%	-9	21%	8%	9%	9%	19%	i
COC(=O)C1CCN(C(=O)COc2ccc(N(C)S(=O)(=O)c3ccc(C)cc3)cc2)CC1	-1%	-6%	15	u	-10%	5%	-11%	-5%	i
CCN(CC)C(=O)Cc1cc(C(=O)O)c2ccccc2n1	4%	-2%	0	10%	1%	-4%	3%	7%	i
Cc1ccsc1C1C(C#N)=C(N)OC2=C1C(=O)CC(C)(C)C2 (configuration not stated)	-9%	-5%	-5	13%	9%	6%	10%	-1%	i
CCOc1cc(NC(=S)NCCc2ccccc2)c(OCC)cc1NC(C)=O	0%	6%	18	-8%	-28%[11.3 µM]	5%	-15%	19%	i
C/C=C/c1cccc(-c2nc(C(=O)NC3CCC3)cc3c2[C@H](CCO)N(S(=O)C(C)(C)C)C3)c1 (some centres not stated)	0%	x	-19	11%	4%	x	1%	-4%	i
COC(=O)c1cc2c(ccn2-c2ccc(F)cc2)n1Cc1ccc(OC)cc1	30%	13%	-9	u	19%	7%	0%	-3%	i
O=C(N/N=C/c1cccnc1)c1cc(-c2ccc(Cl)cc2)nc2ccccc12	-25%	9%	-11	u	x	u	-7%	2%	i
CCc1nc2ccccc2c(=O)n1/N=C/c1ccc(Cl)cc1	-5%	-54%[inhibitor]	7	-17%	-9%	0%	-2%	-11%	i
COc1ccccc1CC(=O)NNS(=O)(=O)c1ccc([N+](=O)[O-])cc1	12%	-3%	15	0%	3%[11.3 µM]	u	-4%	12%	u
CC1(NC(=O)/C=C/c2nc3ccccc3s2)CCS(=O)(=O)C1 (configuration not stated)	3%	-3%	7	13%	x	-5%	5%	-1%	i
O=C(NCC(c1ccco1)N1CCN(c2ccccc2F)CC1)c1cccs1 (configuration not stated)	-3%	-7%	-2	-28%	-5%	14%	-14%	-1%	i
C/C(Cn1cnc([N+](=O)[O-])n1)=N\NC(=O)c1cccnc1	3%	-10%	20	0%	-2%	-6%	7%	7%	i
CC(=O)Nc1ccc(NC(=O)CC23CC4CC(CC(C4)C2)C3)cc1	6%	-7%	29	-12%	9%	-2%	-2%	-24%	i
CC1=C(C(=O)N2CCOCC2)CC(CC(=O)NC2CCCCC2)C(=O)N1CCCN1CCCC1=O (configuration not stated)	-10%	x	23	30%	-9%	x	5%	12%	i
c1ccc(-c2ccncn2)cc1	11%	3%	-11	1%	-5%	-4%	15%	22%	i
C=CCNCCCCOc1cccc(Br)c1	-7%	3%	-65*	-8%	-20%[11.3 µM]	2%	-5%	-7%	x
CN(Cc1ccc(F)cc1)C(=O)COc1ccccc1-c1ccccc1	0%	7%	u	1%	1%	23%	-5%	-13%	i
COc1ccccc1CNC(=O)c1ccc(S(=O)(=O)N2CCCC2)cc1	-3%	-2%	-7	5%	-3%	-22%	2%	14%	i
Cc1ccc(C(=O)Cn2nnc3ccccc32)cc1	9%	-5%	-16	1%	51%[activator]	6%	12%	17%	i
COc1ccc([C@@H](C)NC(=O)CCc2nnc(-c3cc(C)on3)o2)cc1	8%	2%	-12	u	7%	24%	3%	5%	x
CN(C)C(CNC(=O)c1ccc2c(c1)S(=O)(=O)c1ccccc1C2=O)c1ccco1 (configuration not stated)	22%	-18%	-2	0%	-17%	4%	4%	3%	u
CC(C)C[C@@H](CN1CCC[C@@H]1CN1C(=O)C(=O)NC[C@@H]1Cc1ccccc1)N1C[C@H](Cc2ccc(O)cc2)N(CC2CCCCCC2)C(=O)C1=O	u	u	-72*	28%	u	u	u	u	x
CCC(=O)Nc1ncc2c(n1)CC(c1ccco1)CC2=O (configuration not stated)	2%	-4%	4	8%	-14%	-7%	-7%	6%	i
CCCCS(=O)(=O)Nc1ccc(C)cn1	6%	0%	24	9%	12%	-2%	10%	2%	i

Arranged by number of heavy atoms (rising): 12 of the compounds above.
SMILES	KB-3-1 tox	SW480 rerep	IL1B secr inh	KB-V1 cytotox	ATXN2 expr inh	MCF10A rerep	HT1080 IDH1KD tx	HT1080NT lethal	S2 tox
CCCCS(=O)(=O)Nc1ccc(C)cn1	6%	0%	24	9%	12%	-2%	10%	2%	i
Cc1ccc(C(=O)Cn2nnc3ccccc32)cc1	9%	-5%	-16	1%	51%[activator]	6%	12%	17%	i
CCC(=O)Nc1ncc2c(n1)CC(c1ccco1)CC2=O (configuration not stated)	2%	-4%	4	8%	-14%	-7%	-7%	6%	i
Cc1ccsc1C1C(C#N)=C(N)OC2=C1C(=O)CC(C)(C)C2 (configuration not stated)	-9%	-5%	-5	13%	9%	6%	10%	-1%	i
CC(=O)Nc1ccc(NC(=O)CC23CC4CC(CC(C4)C2)C3)cc1	6%	-7%	29	-12%	9%	-2%	-2%	-24%	i
COc1ccccc1CC(=O)NNS(=O)(=O)c1ccc([N+](=O)[O-])cc1	12%	-3%	15	0%	3%[11.3 µM]	u	-4%	12%	u
CN(Cc1ccc(F)cc1)C(=O)COc1ccccc1-c1ccccc1	0%	7%	u	1%	1%	23%	-5%	-13%	i
O=C(N/N=C/c1cccnc1)c1cc(-c2ccc(Cl)cc2)nc2ccccc12	-25%	9%	-11	u	x	u	-7%	2%	i
CN(C)C(CNC(=O)c1ccc2c(c1)S(=O)(=O)c1ccccc1C2=O)c1ccco1 (configuration not stated)	22%	-18%	-2	0%	-17%	4%	4%	3%	u
COC(=O)C1CCN(C(=O)COc2ccc(N(C)S(=O)(=O)c3ccc(C)cc3)cc2)CC1	-1%	-6%	15	u	-10%	5%	-11%	-5%	i
C/C=C/c1cccc(-c2nc(C(=O)NC3CCC3)cc3c2[C@H](CCO)N(S(=O)C(C)(C)C)C3)c1 (some centres not stated)	0%	x	-19	11%	4%	x	1%	-4%	i
CC(C)C[C@@H](CN1CCC[C@@H]1CN1C(=O)C(=O)NC[C@@H]1Cc1ccccc1)N1C[C@H](Cc2ccc(O)cc2)N(CC2CCCCCC2)C(=O)C1=O	u	u	-72*	28%	u	u	u	u	x

(more compounds)
SMILES	KB-3-1 tox	SW480 rerep	IL1B secr inh	KB-V1 cytotox	ATXN2 expr inh	MCF10A rerep	HT1080 IDH1KD tx	HT1080NT lethal	S2 tox
COc1ccc(/C=C/c2cc[n+](C(=O)Cc3ccccc3)cc2)cc1	u	11%	-108*	10%	u	u	u	u	u
CS(=O)(=O)N(CC(=O)N1CCCCCC1)c1ccc(Cl)cc1	1%	-1%	-11	19%	-34%	0%	12%	9%	i
COc1ccc(-n2nc(C(=O)NCC(=O)N3CCCC(C)C3)c3ccccc3c2=O)cc1Cl (configuration not stated)	14%	13%	-16	-3%	47%[activator]	3%	-19%	0%	i
CC1CC(C)CN(C(=O)COC(=O)Cc2c[nH]c3ccccc23)C1 (configuration not stated)	3%	-12%	-1	20%	-7%	15%	0%	1%	i
Cc1ccccc1Cn1cnc2ccccc21	-19%	-4%	-10	u	-24%	u	-11%	3%	i
Oc1ccccc1C=NNC(=S)Nc1ccc(F)cc1	u	55%	-95*	-22%	u	u	5.8µM*	u	i
Cc1cc(C(=O)N2CCN(c3ccc([N+](=O)[O-])cc3)CC2)c(C)o1	0%	4.1µM*	-20	-5%	u	3.7µM*	-5%	17%	i
CC1CCc2cc(F)ccc2N1C(=O)c1cccnc1 (configuration not stated)	-12%	11%	33	-20%	3%	-5%	-6%	5%	i
COc1ccc(CCC(=O)N2CCCC(Nc3ccccc3)C2)cc1OC (configuration not stated)	1%	23%	16	-1%	1%	-3%	8%	13%	i
CCO/C=N/Nc1nc(C(F)(F)F)nc2c1cnn2Cc1ccccc1	-7%	u	-6	-3%	-18%	18µM*	-17%	-19%	i
CCOC(=O)c1c(NC(=O)/C=C/c2ccc(OCC)cc2)sc2c1CCCC2	2%	x	x	-1%	1%	x	x	x	i
Cc1cccc(CN2CCN(C(=O)CN(C)C(C)C(=O)Nc3ccc(C(N)=O)cc3)CC2)c1 (configuration not stated)	-1%	-5%	-2	-1%	x	2%	-1%	-1%	i
O=c1[nH]c(CN2CCOCC2)nc2ccccc12	8%	-12%	13	-7%	8%	0%	2%	5%	i
CCCNc1nc(OC(C(F)(F)F)C(F)(F)F)nc(OC(C(F)(F)F)C(F)(F)F)n1	-4%	0%	16	1%	-7%	0%	-3%	-2%	i
CCOC(=O)c1oc2ccccc2c1NC(=O)c1cccc(OC)c1OC	-2%	u	19	-7%	-13%	u	u	u	i
Cc1c2c(nc3c(C(=O)NC4CCCC4)cnn13)CCCC2	3%	0%	-6	-6%	11%	-17%	u	3%	i
O=C(N/N=C/C=C/c1ccco1)c1cccnc1	12%	2%	0	2%	0%	15%	1%	0%	i
COc1cc(SC)ccc1C(=O)Nc1ccon1	2%	-2%	-13	-4%	43%[activator]	-1%	5%	5%	i
COc1cc(NC(=O)C2=CC(c3cccs3)=NS(=O)(=O)N2C)cc(OC)c1OC	10%	2%	17	5%	-29%	6%	0%	6%	u
CCCOc1ccc(/C=N/NC(=O)C(=O)Nc2ccccn2)cc1	10%	-2%	-5	-3%	12%	1%	8%	15%	i

Bioassay records (PubChem BioAssay)
